C2C12 statin = suppressors of simvastatin-induced myotoxicity in C2C12 myotubes; ATP luminescence, 48 h; scaled: DMSO 0, geranylgeraniol control 100; rescue of ATP level, % at 7.49 µM; 330,000 tested, 0.78% active; AID 602340;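 active means mean ATP rescue above about 67%, or every replicate alone reaching that limit, limit read from the data, passing the limit was not always enough; inconclusive means no clear call, values can overlap the other calls; inactive means mean under the limit and some replicate under it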;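 further: myotubes were challenged with 10 µM simvastatin during compound exposure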
PGC1a acetyl inh = PGC1a acetylation modulation, inhibitor mode. U2OS PGC1a acetylation, AlphaScreen anti-acetyl-lysine; with virally co-expressed GCN5 acetyltransferase. inhibition, % at 15.6 µM. 350,000 tested, 0.17% active;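 active means every replicate shows inhibition of at least 40%; inconclusive means mean inhibition at least 40% but some replicate below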;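 further: 0% = neutral control wells and 100% = positive control wells; some results beyond the cut were filed as inactive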
Cneo AK release = Cryptococcus neoformans lysis via adenylate kinase release; 360,000 tested, 0.2% active; lysis activity, % at 15 µM; C. neoformans lysis, adenylate kinase release luminescence, 4 h; normalised: neutral wells 0, clomiphene wells 100; AID 651654;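 active means mean lysis activity across replicates of at least 80%, whatever share of replicates individually reach that level; inactive means mean lysis activity below 80%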
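read-out = cell lysis signal | test system = log-phase Cryptococcus neoformans yeast cells | input = cells at 5 × 10^6 per mL | medium = fresh YPD growth medium | signal = luminescent adenylate kinase detection reagent | timing = 4 h at 37 °C static, read 1 h later | dosing = single dose | controls = Clomiphene as positive lysis control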
Numbers without * were called inactive; ? = inconclusive. A portion of the library (hit frequency here may not be typical).

SMILES	C2C12 statin	PGC1a acetyl inh	Cneo AK release
COc1ccc(OC)c(NC(=O)C2C3CC4OC(=O)C2C4C3)c1 (centres undefined)	-9	-12	1
O=C(OCC(=O)N1CCN(C(=O)c2ccco2)CC1)C1=COCCO1	-1	13	-1
Cc1ccc(S(=O)(=O)N2CCC(C(=O)NNS(=O)(=O)c3ccc(Cl)cc3)CC2)cc1	0	11	-2
O=C(Nc1ccncc1)c1cccs1	-17	5	0
CN(C)c1nc(N)nc(-c2ccco2)n1	1	9	2
O=Nc1c(O)ccc2cc(S(=O)(=O)O)ccc12	0	8	1
C=CCn1c(SCc2c(F)cccc2Cl)nnc1-c1ccco1	-4	5	-1
CCOC(=O)C1CCCN(C(=O)c2ccccc2NC(C)=O)C1 (centres undefined)	9	7	0
O=C(Cn1cnc2ccccc2c1=O)N1CCN(c2ccccc2)CC1	3	0	-2
Cc1occc1-c1nnc(SCC(=O)N2c3ccccc3CCc3ccccc32)n1C	24	4	0
CCOC(=O)c1sc(NC(=O)CSc2n[nH]c(-c3ccncc3)n2)c(C#N)c1C	?	3	0
COc1ccc(CNC(=O)CCn2cccc2)cc1	4	-4	5
CC(=O)C1=C(C)NC(SCC(=O)c2ccc(Cl)cc2Cl)=C(C#N)C1c1ccco1 (centres undefined)	-5	-5	6
Cc1ccc(SCC(=O)NCCN2C(=O)CSC2=O)c(C)c1	-5	0	1
Cc1ccc(OCCn2c(C)c(/C=N/n3cnnc3)c3ccccc32)cc1	29	0	-4

A section from further up:
SMILES	C2C12 statin	PGC1a acetyl inh	Cneo AK release
COc1ccc(OC)c(NC(=O)C2C3CC4OC(=O)C2C4C3)c1 (centres undefined)	-9	-12	1
O=C(OCC(=O)N1CCN(C(=O)c2ccco2)CC1)C1=COCCO1	-1	13	-1
Cc1ccc(S(=O)(=O)N2CCC(C(=O)NNS(=O)(=O)c3ccc(Cl)cc3)CC2)cc1	0	11	-2
O=C(Nc1ccncc1)c1cccs1	-17	5	0
CN(C)c1nc(N)nc(-c2ccco2)n1	1	9	2
O=Nc1c(O)ccc2cc(S(=O)(=O)O)ccc12	0	8	1
C=CCn1c(SCc2c(F)cccc2Cl)nnc1-c1ccco1	-4	5	-1
CCOC(=O)C1CCCN(C(=O)c2ccccc2NC(C)=O)C1 (centres undefined)	9	7	0
O=C(Cn1cnc2ccccc2c1=O)N1CCN(c2ccccc2)CC1	3	0	-2
Cc1occc1-c1nnc(SCC(=O)N2c3ccccc3CCc3ccccc32)n1C	24	4	0
CCOC(=O)c1sc(NC(=O)CSc2n[nH]c(-c3ccncc3)n2)c(C#N)c1C	?	3	0
COc1ccc(CNC(=O)CCn2cccc2)cc1	4	-4	5
CC(=O)C1=C(C)NC(SCC(=O)c2ccc(Cl)cc2Cl)=C(C#N)C1c1ccco1 (centres undefined)	-5	-5	6
Cc1ccc(SCC(=O)NCCN2C(=O)CSC2=O)c(C)c1	-5	0	1

(listing goes on)
SMILES	C2C12 statin	PGC1a acetyl inh	Cneo AK release
COCCN(C(=O)Nc1ccc(OC)cc1OC)C1CCN(C(C)=O)CC1	-3	-2	0
O=C(Nc1nncs1)c1ccccc1NS(=O)(=O)c1cccs1	-5	-15	2
COC(=O)CSc1ncc(C#N)c(N)n1	4	8	0
Cc1cccc(-c2cc3nc(C)cc(NCCCn4ccnc4)n3n2)c1	-23	-6	1
O=C(Nc1cc(Cl)ccc1O)c1snnc1-c1ccccc1	-53	6	-5
O=C(Nc1ccc(S(=O)(=O)N2CCCCCC2)cc1)c1ccc(Br)o1	-106	-15	-4
CC(=O)N(CN1C(=O)c2ccccc2C1=O)c1cccc(C)c1	-8	-1	-1
Cc1ccc(-c2c3c(=O)n(C)c(=O)n(C)c3cn2Cc2cccnc2)cc1	9	3	1
COc1ccc2c(c1OC)C(=O)N1c3ccccc3C(=O)N(c3ccc(F)cc3)C21 (centres undefined)	-18	-6	-21
Cc1cc(C)c2nc(SCc3ccc([N+](=O)[O-])cc3)nc(C)c2c1	-21	6	-5
O=C(C1CCC1)N1CCc2cc(S(=O)(=O)NCC3COc4ccccc4O3)ccc21 (centres undefined)	9	2	1
COc1cc(OC)c(C2N(c3ccc(Cl)c(Cl)c3)C(=O)C3CCCN32)cc1OC (centres undefined)	-8	9	4
COc1ccc(-c2cc(C(F)(F)F)n3nc(C(=O)Nc4cc(C)on4)cc3n2)cc1OC	-42	6	0
COC(=O)c1ccccc1NC(=O)N[C@@H](C)C(=O)OC	7	-1	-2
COc1cccc(-n2cc3c(=O)n(C)c(=O)n(C)c3c2)c1	4	-12	-7
C=CCOc1cccc(C2C(C(=O)c3ccco3)=C(O)C(=O)N2Cc2ccncc2)c1 (centres undefined)	14	17	2
CCc1ccccc1NC(=O)COC(=O)C1CC(=O)N(c2ccc(F)cc2)C1 (centres undefined)	-6	8	-3
CC(=O)Nc1nc(-c2ccccc2)nc(C)c1C(C)=O	10	10	1
Cc1ccccc1NC(=O)OCc1cn(-c2ccc(Cl)cc2)nn1	-4	-2	4
CC(C)(C)c1ccccc1OCC(=O)NCCC(=O)O	4	-11	0
CCN(CC)Cc1c(O)ccc2c(=O)c(-c3ccc4c(c3)OCCO4)coc12	8	-5	-2
CCNc1ccc(Br)cc(C(=O)/C=C/c2c(Cl)cccc2Cl)c1=O	6	30	2
Cc1ccc(C(=O)Nc2ccccc2N2CCN(C(=O)C(C)C)CC2)cc1C	18	1	-11
CCc1ccccc1N(CC(=O)N1CCN(c2ccccc2)CC1)S(C)(=O)=O	4	-5	1
Nc1nc2n(n1)C(c1ccco1)CC(c1ccc(Cl)cc1)N2 (centres undefined)	3	3	-2
Cc1[nH]nc2c1C(C(C)C)C(C#N)=C(N)O2 (centres undefined)	-13	2	1
O=C(NCc1ccco1)c1ccccc1F	1	-4	-1
COc1cc(OC)cc(-c2nnc(SCC(=O)N3CCCc4ccccc43)o2)c1	108*	-7	11
Cc1cc(C(F)(F)F)c(C#N)c(SCC(=O)NC2CC2)n1	9	-4	-4
Cc1nn(-c2ccccc2)c2sc(C(=O)N(CC(=O)NC(C)(C)C)Cc3ccco3)cc12	18	-9	2
Cc1noc(C)c1COC(=O)CCc1nc2ccccc2s1	-4	0	-3
Cn1c(=O)c2c(n(C)c1=O)=NC1(CCCCC1)ON=2	-16	2	6
Cn1c(=O)[nH]c(=O)c2c1nc(NCCc1ccccc1)n2CC(O)COc1ccccc1 (centres undefined)	0	3	6
O=C(CSc1nnc(Cc2cccs2)n1Cc1ccco1)Nc1ccc(Br)cc1	23	-22	0
Cc1ccc(S(=O)(=O)N(CC(=O)N2CCN(c3ccccc3F)CC2)C2CCCCC2)cc1	6	-19	-4
COc1ccc(C=NCCC2(O)CC(C)N(C)CC2C)cc1 (centres undefined)	9	-14	0
CCn1c(SCC(=O)c2ccccc2)nnc1-c1cnccn1	-2	-4	-1
COc1nc(OC)nc(N2CCC(C(=O)NC3CCCCCC3)CC2)n1	0	0	0
CC(C)C(=O)Nc1cccc(NC(=O)c2cccnc2)c1	-4	4	-1
CN(C)c1ccc(NC(=O)c2cc3c(=O)n4ccccc4nc3n2C)cc1	-9	-44	1
CCOc1ccc(OCC)c(NC(=O)CNS(=O)(=O)c2cccs2)c1	-4	-2	-1
O=C(C1CCN(C2CC(=O)N(c3ccc(Cl)cc3)C2=O)CC1)N1CCOCC1 (centres undefined)	-6	-7	3
COc1ccccc1-c1cc(C(F)(F)F)nc(N2CCCC2)n1	-13	-4	-1
COc1ccc(-c2csc(N3C(=N)SCC3=O)n2)cc1	8	-14	0
NS(=O)(=O)c1cccnc1Nc1cccc(Cl)c1	7	0	0
CCC(C)NC(=O)C1CN(S(=O)(=O)c2ccccc2)CCN1S(=O)(=O)c1ccccc1 (centres undefined)	-16	1	-1
O=C(CSC1=NCCS1)Nc1nc(-c2ccccc2)cs1	8	-3	12
Cc1ccc(-c2n[nH]c(=O)c3ccccc23)cc1S(=O)(=O)N(C)CCO	-19	11	-2
COc1ccccc1-n1c(CNc2ccc(F)cc2)nnc1SCC(=O)Nc1cc(C)on1	-10	5	3
O=C(C1CCCN(S(=O)(=O)c2ccc(Cl)cc2)C1)N(Cc1cccs1)C1CC1 (centres undefined)	22	-1	1
C/C(NCCCn1ccnc1)=C(\C#N)C(N)=O	10	-7	-2
O=c1o[nH]c(-c2ccccc2)c1C1=NCCCCC1	-6	-4	0
CCN(CC)CCN=C1CCCc2ccccc2N1	10	-9	9
CC(NC(=O)c1ccc(NS(C)(=O)=O)cc1)c1ccccc1 (centres undefined)	1	5	1
C=CCn1c(COc2ccccc2)nnc1SCC(=O)N/N=C/c1cc(Cl)ccc1O	22	0	0
CN1c2ccccc2-c2nc3ccccc3n2C1c1ccccn1 (centres undefined)	-7	-6	0
CCCC(=O)NC(Nc1ccc(S(=O)(=O)Nc2ncccn2)cc1)(C(=O)OCC)C(F)(F)F (centres undefined)	7	16	1
COCCNC(=O)NC(=O)COC(=O)Cc1ccc2c(c1)OCCO2	4	-4	0
CC(C)(O)P(C)(=O)c1ccccc1 (centres undefined)	7	-3	1
CC(C)OC(=O)CSc1nnc(-c2cccnc2)n1N	-4	7	5

Next part:
SMILES	C2C12 statin	PGC1a acetyl inh	Cneo AK release
CCOc1ccc2[nH]c(=O)c(C(c3nnnn3Cc3ccco3)N3CCC(C)CC3)cc2c1 (centres undefined)	5	9	-1
CN(C)C(=O)Cn1c(=O)n(C)c2ccccc21	-4	12	9
O=C(O)c1ccccc1NS(=O)(=O)c1ccc2c3c(cccc13)C(=O)N2	-7	-11	-1
CCCCn1c(NCCN(C)C)nc2c1c(=O)[nH]c(=O)n2C	8	1	0
Cn1c(=O)c2c(nc(N/N=C/c3ccc(OC(=O)c4ccco4)cc3)n2Cc2ccccc2Cl)n(C)c1=O	-25	13	-5
Cc1ccc(-c2nnc(CSc3nnc(COc4ccccc4)n3-c3ccccc3)o2)cc1	-7	1	2
CC(C)OC(=O)CSc1nnc(CNc2cccc(Cl)c2)n1C	-32	6	-2
Cc1c(N2C(=O)c3ccccc3C2=O)c(=O)n(-c2ccccc2)n1C	-2	5	-1
OCCNc1nc2ccccc2[nH]1	8	-6	-1
CCn1c(SCC(=O)Nc2cc(C)on2)nnc1-c1ccc(S(=O)(=O)N2CCN(C)CC2)cc1	7	4	24
Nc1nonc1-n1nnc(C(=O)O)c1-c1cccs1	-34	-2	-3
COc1ccc(S(=O)(=O)N(C)c2ccc(C(=O)N3CCOCC3)cc2)cc1	-4	-23	4
CCOC(=O)NC(Nc1sc2c(c1C(=O)OC)CCN(C)C2)(C(F)(F)F)C(F)(F)F	3	1	-1
COC(=O)c1ccccc1NC(=O)CCS(=O)(=O)c1ccc(Br)s1	-2	0	0
CN(CC(=O)Nc1ccc(F)c(F)c1)S(=O)(=O)c1cccc2nsnc12	12	-63	2
COc1ccc(N(CC(=O)NN=C2CCCC2)S(=O)(=O)c2ccccc2)cc1	-8	-5	1
O=C(Nc1ccc(Cl)c(Cl)c1)c1ccncc1	4	-21	-1
CCCCC1=CC2=C(c3ccco3)C(=O)C(C)(OC(=O)c3ccc(OC)cc3)C(=O)C2=CN1Cc1ccco1 (centres undefined)	5	9	-3
COC(=O)COc1ccc(NC(=O)C2CCCO2)cc1 (centres undefined)	-1	-10	4
CC(C)(NC(=O)N1CCCC1)c1cccc(C(C)(C)NC(=O)N2CCCC2)c1	14	-13	0
CCn1nnc(NC(=O)c2c(OC)cccc2OC)n1	10	-37	2
COc1cc(CN2CCC(C(=O)NC3CCCC3)CC2)cc(Br)c1O	1	-8	-2
COC(=O)c1sccc1NC(=O)Nc1ccc(Cl)c(Cl)c1	-85	-5	-2
CCOCCOC(=O)c1ccc(-n2cncn2)nc1	-13	-1	1
C/C(=N\O)c1c(C)c2ccccc2n1C	-1	5	-4
CCN(CC)Cc1c(C(=O)OC(C)C)nnn1-c1nonc1N	2	-10	0
O=C(NC1CCCC1)C(c1ccsc1)N(C(=O)Cc1cccs1)c1ccc(F)cc1 (centres undefined)	14	-7	4
Cc1cc(-n2nc(C)cc2C)nc(NS(=O)(=O)c2ccccc2)n1	7	-1	0
CC(C)(C)C(=O)N(CCN(C(=O)C(C)(C)C)c1ccccc1)c1ccccc1	-57	-7	0
CN(C)C(CN1C(=O)C2CC=CCC2C1=O)c1cn(C)c2ccccc12 (centres undefined)	6	-1	1
COc1ccccc1NC(=O)CCC(=O)Nc1nnc(C(F)(F)F)s1	45	9	-4
CC1=CCC2C(=O)N(c3cc(C)on3)C(=O)C2C1 (centres undefined)	7	-24	-1
CCOC(=O)CNC(=O)c1sc(NC(=O)c2ccccc2)nc1C	-10	-10	1
Cc1ccc(CSc2nnc(-c3ccco3)n2N)cc1	-1	0	1
Cc1onc(-c2ccccc2Cl)c1C(=O)Nc1ccccc1C(=O)NC(C)C	16	-1	0
Cc1nnc(SCc2ccc(Cl)cc2)n1CC1CCCO1 (centres undefined)	0	3	-3
O=C(Nc1ccc(Cn2cccn2)cc1)c1ccc(COc2cccc(Br)c2)cc1	6	8	-2
CCCCN(CC)c1nc(N)c2c(N)nc(OCC)cc2c1C#N	1	14	1
COCCn1c(SCC#N)nnc1-c1ccc2c(c1)OCO2	5	0	1
Cc1ccsc1C1C(C(=O)O)c2ccccc2C(=O)N1C (centres undefined)	-15	3	-1
